# Screens deposited in PubChem by Icahn School of Medicine at Mount Sinai.
# RBX1-CUL1 inh = inhibitors of human ROC1-CUL1 ubiquitin ligase activity | in vitro K48 di-Ub FRET, acceptor:donor ratio, 45 min | inhibition, % at 10 µM | hit rate 0.6% among 140,000 | AID 1347404; in the data active means inhibition above about 25%
# Target sequence (P62877 whole entry, looked up): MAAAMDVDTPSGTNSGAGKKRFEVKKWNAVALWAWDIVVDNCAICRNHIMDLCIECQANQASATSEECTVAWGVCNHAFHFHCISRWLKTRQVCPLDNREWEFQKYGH
# Target sequence (Q13616 whole entry, looked up): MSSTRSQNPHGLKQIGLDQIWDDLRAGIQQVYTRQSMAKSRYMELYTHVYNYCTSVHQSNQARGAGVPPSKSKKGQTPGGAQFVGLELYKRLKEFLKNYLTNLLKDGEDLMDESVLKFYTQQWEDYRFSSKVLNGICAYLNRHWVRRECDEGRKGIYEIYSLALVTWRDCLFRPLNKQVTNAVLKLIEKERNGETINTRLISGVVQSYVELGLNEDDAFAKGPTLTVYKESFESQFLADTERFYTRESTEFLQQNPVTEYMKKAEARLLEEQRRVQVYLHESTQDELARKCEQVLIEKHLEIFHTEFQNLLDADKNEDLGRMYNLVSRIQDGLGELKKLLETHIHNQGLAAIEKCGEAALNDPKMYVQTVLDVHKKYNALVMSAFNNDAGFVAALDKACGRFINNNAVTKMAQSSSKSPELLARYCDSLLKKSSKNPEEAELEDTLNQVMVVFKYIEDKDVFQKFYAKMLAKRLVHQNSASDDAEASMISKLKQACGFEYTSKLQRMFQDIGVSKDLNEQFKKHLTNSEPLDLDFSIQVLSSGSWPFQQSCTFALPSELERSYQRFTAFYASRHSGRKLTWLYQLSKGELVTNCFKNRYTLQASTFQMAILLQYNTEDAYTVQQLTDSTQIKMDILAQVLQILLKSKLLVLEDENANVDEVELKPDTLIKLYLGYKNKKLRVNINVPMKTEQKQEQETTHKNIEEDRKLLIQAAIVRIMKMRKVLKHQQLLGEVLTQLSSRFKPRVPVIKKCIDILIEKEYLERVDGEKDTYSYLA
# * marks the source's active call; other numbers are inactive results.
SMILES,RBX1-CUL1 inh
CCOc1cc(/C=C2\SC(=O)N(c3ccc(Cl)cc3)C2=O)cc(Cl)c1O,8
CSc1ccc(CCNC(=O)c2cc3cc(S(=O)(=O)N4CCCCC4)ccc3n2C)cc1,-11
COc1ccc(N2C(=O)c3ccc(C)cc3C2=O)cc1OC,-7
CCc1nn2c(-c3cc(C)cc(C)c3)nnc2s1,-1
CC(Oc1ccccc1)C(=O)N1CCN(c2cccc(Cl)c2)CC1 (stereo unspecified),10
CCn1c(COc2ccccc2)nnc1SCC(=O)Nc1ccc(Cl)cc1Cl,0
CC(=O)O/C(C=C(C#N)C#N)=C/C=C/N1CCN(c2ccccc2)CC1,11
CCCOc1ccc(S(=O)(=O)NC2CC(C)(C)NC(C)(C)C2)cc1,2
CCCc1nn2c(-c3ccc(C(F)(F)F)cc3)nnc2s1,6
COc1cc(/C=C2\SC(=Nc3ccc(F)cc3)NC2=O)ccc1OCc1ccccc1,2
Cc1ccc(S(=O)(=O)Oc2ccc(Cl)cc2/C=C2/C(=N)N3N=C(SCc4ccccc4)SC3=NC2=O)cc1,9
O=C(NCCN1CCOCC1)c1ccc(N2CCC(NCc3ccc4c(c3)OCO4)CC2)cc1,-8
COC1C=C(C)CC(c2ccc([N+](=O)[O-])cc2)C1(C#N)C#N (stereo unspecified),-5
CCc1cc2c(NCCCO)ncnc2s1,-5
Cc1ccc(C(=O)NC(=S)Nc2ccc(I)cn2)cc1C,2
CC1CC2c3cccc(C(=O)O)c3C(=O)N2c2ccccc21 (stereo unspecified),3
COc1ccc(C)cc1NC(=O)CC(=O)Nc1ccc2nc3n(c(=O)c2c1)CCCCC3,0
CC(C)NC(=O)NCc1cccnc1Oc1cccc(C(F)(F)F)c1,-2
c1ccc(-n2cccc2CNCc2cccnc2N2CCOCC2)nc1,-14
COc1ccc(C2CC(c3ccccc3)=Nc3nc(NS(=O)(=O)c4ccc(Cl)cc4)nn32)cc1 (stereo unspecified),14
O=S(=O)(c1ccc(Br)s1)N1CCN(c2cccc(C(F)(F)F)c2)CC1,-10
Cc1ccc(C)c(C(=O)COC(=O)C(CCCCN2C(=O)C3C4C=CC(C4)C3C2=O)N2C(=O)C3C4C=CC(C4)C3C2=O)c1 (stereo unspecified),-9
Fc1ccc(-n2cccn2)c(CNC2COc3ccccc3C2)c1 (stereo unspecified),-1
CCOc1ccc(NC(=O)c2cc3c(s2)-c2ccccc2OC3)cc1,-12
Cc1[nH]n(-c2ccccc2)c(=O)c1C(c1ccco1)c1c(C)[nH]n(-c2ccccc2)c1=O,5
Cc1nc2sc(C(=O)Nc3ccc(F)cc3)c(N)c2c(-c2ccc(Br)cc2)c1C(=O)Nc1ccc(Cl)cc1,-1
C=CCCC(=O)N(C)CC1CCCN(CCc2ccccc2F)C1 (stereo unspecified),0
O=S(=O)(c1ccccc1)C1ON(c2ccccc2)C(c2ccccc2)C1c1ccccc1 (stereo unspecified),2
O=C1c2ccccc2C(=O)C1C1c2ccccc2Oc2ccccc21,3
COc1ccccc1C(=O)CC1(O)C(=O)Nc2c(Br)cc(Br)cc21 (stereo unspecified),1

# Exported with the structure last: part of the list above.
RBX1-CUL1 inh | Structure
-9 | Cc1ccc(C)c(C(=O)COC(=O)C(CCCCN2C(=O)C3C4C=CC(C4)C3C2=O)N2C(=O)C3C4C=CC(C4)C3C2=O)c1 (stereo unspecified)
-1 | Fc1ccc(-n2cccn2)c(CNC2COc3ccccc3C2)c1 (stereo unspecified)

# (next part)
SMILES,RBX1-CUL1 inh
COc1ccc(-c2nc3ccccc3o2)cc1NC(=O)COc1c(C)cc(Cl)cc1Cl,4
CCCCNC(=O)Cn1ncc2c(C)n(Cc3cccc(Cl)c3)c(C)c2c1=O,2
OC(COC1CCCCC1)CN1CCN(c2cccc(Cl)c2)CC1 (stereo unspecified),6
COc1ccc(OC)c(CCNC(=O)C2=C(C)C(=O)OC23CCC(C)CC3)c1 (stereo unspecified),2
Cc1cc(C)nc(SCC(=O)Nc2nc3c(s2)CC(C)CC3)n1 (stereo unspecified),8
COc1ccc(C2=C(C#N)C(=S)N=C(c3ccccc3)C2)cc1,-6
CN(C(=O)CSc1nc2c(c(=O)[nH]1)CCCC2)c1ccccc1,2
CS(=O)(=O)N1CCN(C(=O)c2c(F)cccc2Cl)CC1,-8
Cc1ccc(-c2csc3nc(SCC(=O)Nc4ccc(F)cc4)n(-c4ccccc4)c(=O)c23)o1,-1
CC(C)(O)C(=O)N1CCC(n2c(C3CCCO3)nc3cc(C(F)(F)F)ccc32)CC1 (stereo unspecified),-1
COc1ccc(-c2n[nH]c3c2cnc2ccc(F)cc23)cc1,7
CCN1C(=O)C(C(=O)c2ccccc2)SC1=S (stereo unspecified),-4
COc1cc(C2C(C(=O)OC(C)C)=C(C)N=C3SCCC(=O)N32)ccc1OCc1ccccc1 (stereo unspecified),4
CCc1ccc(NC(=O)Cn2c(=O)c3cc(Cl)ccc3n3nncc23)cc1,-2
Cc1oc(-c2ccc(NC(=O)Cc3ccccc3)cc2)nc1CNC(=O)Cc1ccccc1F,-4
Brc1ccc(-c2csc(NN=C3c4ccccc4-c4ccccc43)n2)cc1,-6
CCCc1c(C)nc2c(-c3ccc(Cl)cc3)c(C)[nH]n2c1=O,-4
O=C(COc1ccccc1)Nc1ccc(-c2cnc(-c3ccc(NC(=O)COc4ccccc4)cc3)nc2)cc1,-5
O=C(O)CN1C(=O)c2c(Br)c(Br)c(Br)c(Br)c2C1=O,-13
CCOC(=O)N1CCN(C(=O)c2ccc(N3CCC(NCc4ccc(C)c(F)c4)CC3)cc2)CC1,4
COc1ccc(Cn2c(CO)cnc2SCC(=O)NCc2ccco2)cc1,8
CC1CCN(C(=O)C2COc3ccccc3C2)CC1 (stereo unspecified),0
CN(Cc1ccccc1)C1(C(=O)N2CCSCC2)Cc2ccccc2C1,-5
CN(C)S(=O)(=O)N1CCC(C(=O)Nc2cccc3ccccc23)CC1,2
CCOc1ccc(NC(=O)c2c(NCc3sccc3C)sc3c2CCCCC3)cc1,12
CCn1ncc(/C=N/NC(=O)Cc2ccc(OC)cc2)c1C,-9
O=C(O)CN1C(=O)c2ccc3c4c(ccc(c24)C1=O)C(=O)N(CC(=O)O)C3=O,-1
CCCc1ccc(S(=O)(=O)N2CCC(c3nnnn3-c3ccc(OC)cc3)CC2)cc1,3
CCOC(=O)C1CCCN(S(=O)(=O)c2cc3c4c(c2)CC(=O)N4CCC3)C1 (stereo unspecified),4
COC(=O)c1cc(O)c(OCc2ccccc2)c(O)c1,-5
O=[N+]([O-])c1cc([N+](=O)[O-])c2cc(-c3cccnc3)[nH]c2c1,0
CC1(C)CC(=O)C2=C(C1)OC(=N)C(C#N)C2c1ccc(C(F)(F)F)cc1 (stereo unspecified),4
O=C(c1cn(Cc2ccccc2Cl)nn1)N1CCN2CCCC2C1 (stereo unspecified),2
COc1ccc(N=c2ssnc2Cl)cc1,10
COc1ccc(CCNC(=O)c2ccc3c(c2)N(Cc2ccccc2Cl)C(=O)c2ccccc2S3)cc1OC,-3
c1ccc(CSc2ncc(-c3nnnn3-c3ccccc3)c(-c3ccccc3)n2)cc1,-1
CC1=NN(C(=O)c2ccc(Cn3nc(C)c([N+](=O)[O-])c3C)o2)C(O)(C(F)(F)F)C1 (stereo unspecified),3
COc1ccc(Cl)cc1N=C(N)N=C1N=C(CSc2ccc(Cl)cc2)CC(=O)N1,2
COc1cc(OC)nc(-n2ncc(OC)c(Br)c2=O)n1,7
COc1ccc2cc(Br)ccc2c1CC(=O)Nc1ccc(Cl)cn1,-3
O=C(CN1CCN(Cc2ccc3c(c2)OCO3)CC1)Nc1ccc(F)cc1,-6
OCC1(CCCc2ccccc2)CCN(Cc2ccccc2O)CC1,-10
CCOc1ccccc1NC(=O)C1CCN(S(=O)(=O)Cc2ccccc2)CC1,-8
Cc1cccc(-c2nc3c4ccccc4nc(N4CCN(c5cc(C)ccc5C)CC4)n3n2)c1,5
O=C(NCC1(c2ccccc2)CCOCC1)c1ccccc1C(=O)c1ccccc1,4
COc1ccc(NC(=O)c2ccc3c(SCC(=O)O)c4c(nc3c2)CCCC4)cc1OC,0
Cc1cc[n+](CC(=O)N2CCCCC2)cc1,0
Cc1ccc(C(C)(C)OC2CC(=O)CC3C(=O)c4cccc(O)c4C(=O)C23)cc1 (stereo unspecified),11
COc1ccc(NC(=O)c2oc3ccccc3c2NC(=O)c2cc(=O)c3cc(Cl)ccc3o2)cc1,6
COc1cccc(C2NC(=O)N=C(C)C2C(=O)Nc2cccc(C)c2C)c1 (stereo unspecified),8
Cc1ccc(NC(=O)/C(C#N)=C/c2ccc(-c3ccc(Cl)c(C(=O)O)c3)o2)cc1C,-1
CN(CC1CCOCC1)C(=O)C1CCC(=O)N(C2CCCCCC2)C1 (stereo unspecified),6
CC(C)(C)N=C1N/C(=C\c2ccccc2)C(=O)N1c1ccc(Cl)cc1,2
CCc1ccccc1NC(=O)Cn1c(=O)ccc2cc(S(=O)(=O)N3CCCC3)ccc21,1
CCC(C)NC(=O)CN(Cc1ccc(Cl)c(Cl)c1)S(=O)(=O)c1ccccc1 (stereo unspecified),-2
CCc1c(C)c2cc3c(c(C)c2oc1=O)OCN(CCc1ccccc1F)C3,0
COc1ccccc1NC(=NS(=O)(=O)c1ccccc1)C(Cl)(Cl)Cl,2
O=C1C(c2ccccc2)=C(c2ccccc2)OC(c2ccco2)N1c1ccccc1 (stereo unspecified),-3
O=S(=O)(Nc1ccc2c(c1)c1c(n2S(=O)(=O)c2ccc(Cl)cc2)CCC1)c1ccc(Cl)cc1,-4
CCCCOC(=O)c1ccc(NC(=O)C2(c3cccs3)CCOCC2)cc1,-5

# Remaining list, next part
SMILES,RBX1-CUL1 inh
CCOc1ccccc1NC(=O)c1c(NC(=O)c2cccc(C)c2)sc2c1CCC2,4
CCOc1ccc(C(=O)Nc2c(C(=O)Nc3ccccc3F)oc3ccccc23)cc1OCC,3
O=C(O)CSc1nc2ccc(NC(=O)COc3ccc(Cl)cc3)cc2s1,-2
CCc1ccccc1Nc1nc2cc(Cl)c(Cl)cc2nc1-n1nc(C)cc1C,4
CCCCOC(C)n1cc(Cl)c(=O)[nH]c1=O (stereo unspecified),6
O=C(CSC(=S)N1CCOCC1)Nc1nc(-c2ccc(C3CCCCC3)cc2)cs1,-5
CC1Oc2ccccc2N(O)C1=O (stereo unspecified),8
Cc1cc(C)cc(Nc2ncnc3onc(-c4ccc(F)cc4)c23)c1,-3
CN(c1ccccc1)S(=O)(=O)CC12CCC(CC1=O)C2(C)C (stereo unspecified),-8
OC(c1ccc(F)cc1)c1ccc(-c2ccc(F)cc2)cc1 (stereo unspecified),1
CS(=O)(=O)N1CCC(n2cc(C3CC3)nn2)CC1,2
COc1ccccc1/C(C)=C1/SC(=S)NC1=O,-17
C=CCN1C(=O)C2(c3ccccc31)c1c(c3ccccc3oc1=O)OC(=N)C2C#N (stereo unspecified),3
COC(=O)/C=C/C(=O)N1CCN(c2cccc(Cl)c2)CC1,-7
Cn1cccc1/C=N\NC(=O)CSc1nnnn1-c1ccccc1,6
O=C(CCSc1nnc2ccccn12)Nc1ccc(-c2nc3ccccc3s2)cc1,5
COc1ccc(NC(C)(C)C(=O)N2CCN(c3cnn(C)c(=O)c3)CC2)cc1,4
CCOC(=O)C1=C(C)N=c2s/c(=C\c3cc(C)[nH]c3C)c(=O)n2C1c1ccc(C)cc1 (stereo unspecified),9
COc1ccc2oc(=O)c(-c3nnc(Nc4ccccc4OC)s3)cc2c1,4
Cc1ccc(OCC(=O)Nc2cccc3ccc(C)nc23)c(C)c1,-4
Cc1c2cnn(CC(=O)NCCc3ccccc3)c(=O)c2c(C)n1Cc1ccccc1Cl,0
CCc1ccc(OC(C)c2nnc(SCC(=O)Nc3nccs3)n2C)cc1 (stereo unspecified),7
COc1ccc(C)cc1NS(=O)(=O)c1ccc(-c2cnc(C3CC3)o2)cc1,-9
COc1ccc(NC(=O)CNC(=O)Cn2c(C)cc3ccccc3c2=O)cc1OC,9
COc1ccc(-c2nc3ccccc3n2Cc2ccccc2)cc1OC,-4
Cc1ccc(-c2oncc2-c2nnnn2-c2ccc(Cl)cc2)cc1,-2
Cc1ccc(S(=O)(=O)N2CCC(C(=O)OCC(=O)c3ccc(Br)cc3)CC2)cc1,4
Cc1cccc(N2CCN(c3ccc(NC(=O)/C=C\C(=O)O)cc3)CC2)c1,-2
CCCOc1ccc(C(=O)NCC2COc3ccccc3O2)cc1OC (stereo unspecified),1
CCOc1cc(C2c3c(n[nH]c3-c3ccc(OC)cc3)OC(=N)C2C#N)ccc1OCC(N)=O (stereo unspecified),4
O=C1N(Cc2cccc(F)c2F)CCCC12CCN(c1cnccn1)C2 (stereo unspecified),0
CC(C)c1ccc(/C=C2/C(=N)N3N=C(C4CCCCC4)SC3=NC2=O)cc1,-3
COc1ccc(CNC(=O)CN(Cc2ccc(Cl)c(Cl)c2)S(=O)(=O)c2ccccc2)cc1,-4

# Grouped by structure: the entries above with an aryl thioether with sulfur outside any ring (13)
SMILES,RBX1-CUL1 inh
CSc1ccc(CCNC(=O)c2cc3cc(S(=O)(=O)N4CCCCC4)ccc3n2C)cc1,-11
CCn1c(COc2ccccc2)nnc1SCC(=O)Nc1ccc(Cl)cc1Cl,0
Cc1cc(C)nc(SCC(=O)Nc2nc3c(s2)CC(C)CC3)n1 (stereo unspecified),8
CN(C(=O)CSc1nc2c(c(=O)[nH]1)CCCC2)c1ccccc1,2
Cc1ccc(-c2csc3nc(SCC(=O)Nc4ccc(F)cc4)n(-c4ccccc4)c(=O)c23)o1,-1
COc1ccc(Cn2c(CO)cnc2SCC(=O)NCc2ccco2)cc1,8
c1ccc(CSc2ncc(-c3nnnn3-c3ccccc3)c(-c3ccccc3)n2)cc1,-1
COc1ccc(Cl)cc1N=C(N)N=C1N=C(CSc2ccc(Cl)cc2)CC(=O)N1,2
COc1ccc(NC(=O)c2ccc3c(SCC(=O)O)c4c(nc3c2)CCCC4)cc1OC,0
O=C(O)CSc1nc2ccc(NC(=O)COc3ccc(Cl)cc3)cc2s1,-2
Cn1cccc1/C=N\NC(=O)CSc1nnnn1-c1ccccc1,6
O=C(CCSc1nnc2ccccn12)Nc1ccc(-c2nc3ccccc3s2)cc1,5
CCc1ccc(OC(C)c2nnc(SCC(=O)Nc3nccs3)n2C)cc1 (stereo unspecified),7

# An excerpt, so the mix of outcomes need not match the whole.
